TCR act – activators of T cell receptors; primary human leukocytes, anti-CD3, IL-2 HTRF, 48 h; Potency, µM (series often up to 9.22 µM), for the others: top-dose activation of IL-2 secretion, most hits filed as activators; 330,000 tested, under 10 active; AID 504894; also: % of control where 0% means no effect
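Human primary leukocytes + a-CD3 beads + cpd, 48 hr; IL-2 in supernatant by HTRF (ex 320nm / em 665nm). No co-stimulatory signal supplied.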
PTAP TSG101 blk – blocks PTAP/TSG101 interaction to inhibit HIV-1 budding. Potency, µM (highest dose often 115 µM), without a hit: at the highest dose activity change, negative = inhibition, most hits filed as inhibitors. Fluorescence polarization, FITC-PTAP peptide / Tsg101 binding. 340,000 tested, under 10 active. AID 493005. Q99816; active = well fitted inhibition curve with a large enough effect in the main read-out, with a control signal flat, not every such curve was filed as active; inconclusive = small, poorly fitted or top-dose-only effect, or effect the other way, or a change in a side signal; inactive = no such curve, though single readings can be large or run the other way; also: potency is read from the fitted curve at half-maximal effect; % of control where 0% means no effect
Target sequence (Q99816 whole entry, looked up): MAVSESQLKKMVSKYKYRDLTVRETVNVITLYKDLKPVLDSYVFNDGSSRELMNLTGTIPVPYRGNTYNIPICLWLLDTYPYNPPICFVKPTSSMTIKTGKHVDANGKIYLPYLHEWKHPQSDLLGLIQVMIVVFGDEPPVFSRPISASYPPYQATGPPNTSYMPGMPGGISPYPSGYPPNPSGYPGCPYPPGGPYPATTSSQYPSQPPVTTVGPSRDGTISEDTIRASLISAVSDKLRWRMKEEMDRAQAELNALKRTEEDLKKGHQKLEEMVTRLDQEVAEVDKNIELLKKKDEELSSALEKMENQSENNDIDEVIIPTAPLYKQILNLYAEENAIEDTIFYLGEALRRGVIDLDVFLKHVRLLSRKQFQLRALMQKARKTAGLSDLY
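Fluorescence polarization binding of Tsg101 binding domain (10 uM final) to FITC-labeled PTAP peptide (50 nM final) in HEPES pH 7.5 buffer with NaCl, Tween 20, EDTA, TCEP. Compounds added before peptide; binding 20 min at RT.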
Eya2 inh – inhibitors of human Eya2 phosphatase activity; 0.006% of 330,000 active; recombinant Eya2, OMFP fluorescence dephosphorylation (OMFP is methylfluorescein phosphate); O00167; Potency, µM (highest dose often 76.9 µM), inactives show top-dose activity, negative = inhibition, actives largely listed as inhibitors; also: potency is read from the fitted curve at half-maximal effect; % is scaled to controls: 0 for no effect and ±100 for the full control effect
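Eya2 protein (added as 0.2 uM solution) was preincubated with compound for 10 min at ambient temperature in 50 mM HEPES pH 7.5, 50 mM NaCl, 5 uM MgCl2, 0.05% BSA, 1 mM DTT. OMFP (added at 50 uM) then reacted 10 min; fluorescence read at 485/525 nm.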
BCR signal inh – chronic active BCR signaling inhibition | ABC-DLBCL IkBa-CBG/CBR reporter, luminescence ratio, 4 h | Potency, µM (top dose mostly 46.1 µM), for the others: at the highest dose ratio change, negative = lower green/red ratio, most hits filed as inhibitors | AID 493014 | 0.05% of 340,000 active; active = well fitted inhibition curve with a large enough effect in the signal ratio, with a control signal flat, not every such curve was filed as active; inconclusive = small, poorly fitted or top-dose-only effect, or effect the other way, or a change in a side signal; the % refers to the signal ratio;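 also: potency is read from the fitted curve at half-maximal effect; plate controls were basal doxycycline-induced cells for no effect and cells given 10 µM MG132 for full effect; MG132 reads +100%, hits lower the ratio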
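TMD8 ABC-DLBCL cells carrying doxycycline-inducible green luciferase fused to IkappaBalpha plus unfused red luciferase were exposed to compounds (up to 46 uM) for 4 hrs at 37C. Activity came from the overlap-corrected green/red luminescence ratio.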
TSHR antagonist – human thyrotropin receptor antagonism; P16473; TSHR-expressing cells, TSH-stimulated cAMP HTRF, 2 h; stronger effect = lower value; activity change, negative = inhibition, % at 11.5 µM; 0.2% of 330,000 active; AID 504810;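 active = activity change below a set negative limit, meaning inhibition stronger than a set level, cut at about -70% in these data; inconclusive = activity change between two set negative limits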; also: % is scaled to controls: 0 for no effect and ±100 for the full control effect
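Read-out is FRET at 665 nm (cryptate excitation 337 nm) from a cryptate-tagged anti-cAMP antibody, competed by cell cAMP against cAMP-d2. Compounds are tested on freshly harvested TSHR cells challenged with 4nM TSH (EC80) for 2 hours at 37 deg C.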
uPA surface inh – blocks generation of uPA at the cell surface; cell surface uPA generation assay, qHTS; 0.31% of 330,000 active; Potency, µM (doses to about 38.3 µM), for the others: at the highest dose activity change, negative = inhibition, most hits filed as inhibitors; AID 540303; active = well fitted inhibition curve with a large enough effect; inconclusive = small, poorly fitted or top-dose-only effect; inactive = no such curve, though single readings can be large or run the other way; tested in mouse RAW 264.7 cells; also: potency is read from the fitted curve at half-maximal effect; % is scaled to controls: 0 for no effect and ±100 for the full control effect; nearly all actives have a fitted effect of over 55% in size
B2AR arrestin – agonists driving beta-arrestin recruitment to human beta2-adrenergic receptor; P07550; Potency, µM (series often up to 46.1 µM), for inactives: at the top dose activation, most hits filed as activators; beta-arrestin recruitment to beta2AR, cell-based reporter; 0.02% of 330,000 active;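 also: potency is read from the fitted curve at half-maximal effect; 0% = DMSO controls and full agonism = EC100 isoproterenol or metaproterenol; nearly all actives have a fitted effect of over 65% in size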
Target sequence (P07550 whole entry, looked up): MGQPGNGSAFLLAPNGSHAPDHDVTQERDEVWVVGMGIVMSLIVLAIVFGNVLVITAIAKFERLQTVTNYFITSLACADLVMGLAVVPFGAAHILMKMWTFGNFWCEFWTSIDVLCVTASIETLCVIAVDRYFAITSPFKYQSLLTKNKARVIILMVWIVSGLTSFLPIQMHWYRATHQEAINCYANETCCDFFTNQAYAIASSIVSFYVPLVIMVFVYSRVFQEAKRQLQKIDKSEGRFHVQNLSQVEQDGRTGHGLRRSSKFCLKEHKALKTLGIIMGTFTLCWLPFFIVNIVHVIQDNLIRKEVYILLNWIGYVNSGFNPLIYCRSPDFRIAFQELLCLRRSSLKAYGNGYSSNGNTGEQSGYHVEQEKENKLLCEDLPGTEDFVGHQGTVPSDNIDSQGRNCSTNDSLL
Mito fusion act – inhibitors of mitochondrial division or activators of mitochondrial fusion; S. cerevisiae fusion-defective mutant growth rescue, CellTiterGlo 48 h; Potency, µM (series often up to 46.1 µM), for inactives: at the top dose growth rescue (activation), most hits filed as activators; 0.23% of 320,000 active;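 also: potency is read from the fitted curve at half-maximal effect; % of control where 0% means no effect; nearly all actives have a fitted effect of over 45% in size; temperature-sensitive fusion mutants such as fzo1-1 at 37 °C on non-fermentable ethanol glycerol medium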
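Luminescent cell viability in 1536-well qHTS format served as the measure of rescued growth in ts fusion-mutant S. cerevisiae cultured on non-fermentable YPEG for 48 hours at 37C.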
Tb PFK block – T. brucei PFK enzyme inhibition. AID 485367. Potency, µM (highest dose often 57.5 µM), for inactives: at the top dose activity, negative = inhibition, usual class: inhibitors. O15648. 0.17% of 330,000 active. T. brucei PFK, ADP-Glo luminescence;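 also: potency is read from the fitted curve at half-maximal effect; 0% = uninhibited 1x PFK enzyme wells and -100% = no-enzyme wells; nearly all actives have a fitted effect of over 60% in size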
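1.25 nM PFK with 0.5 mM F6P and 0.1 mM ATP in 0.1 M TEA pH 8.0, 5 mM MgCl2, incubated 45 min at room temperature; ADP measured by ADP-Glo luminescence; compounds titrated up to 57 uM.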
USP2a block – blocks human ubiquitin-specific protease USP2a; O75604; USP2 core, Ub-CHOP2 coupled fluorogenic reporter, 485/531; Potency, µM (titrated, usually from 38.3 µM), inactives show top-dose activity change, negative = inhibition, actives largely listed as inhibitors; 0.01% of 330,000 active; AID 463254;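 also: potency is read from the fitted curve at half-maximal effect; plate controls were DMSO wells for no effect and full inhibition by NEM control for full effect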
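Deubiquitinase activity read as fluorescence (485/531 nm) after Ub-CHOP2 cleavage activates the enterokinase reporter on its substrate; USP2 core 10nM, Ub-CHOP2 and substrate 25nM each, 30min compound preincubation then 60min RT; data normalized to NEM, curves fitted.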
ELG1 DNA repair – inhibitors of ELG1-dependent DNA repair in HEK293T cells. HEK293T ELG1-luciferase reporter, luminescence, 16 h; DNA damage induced by 5-fluorouridine. Potency, µM (titrated, usually from 46.1 µM), without a hit: at the top dose activity change, negative = inhibition, actives largely listed as inhibitors. 2.3% of 330,000 active; also: potency is read from the fitted curve at half-maximal effect; % is scaled to controls: 0 for no effect and ±100 for the full control effect; nearly all actives have a fitted effect of over 55% in size
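Step one: seed 2,000 cells per well. Step two: pin-transfer compound or DMSO alongside 5-fluorouridine. Step three: incubate 16 hr, 37 °C, 5% CO2. Step four: add ONE-Glo, wait 30 min, read luminescence.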
Starred values were filed as active, the others as inactive; ? = inconclusive; . = no result given; [ ] = another dose, or the depositor's remark. Unless noted, calls follow the shape of the dose curve; as a rule, active = well fitted curve in the direction sought with a large enough effect; inconclusive = small, poorly fitted or top-dose-only effect, or another doubt; inactive = no such curve, though single readings can be large; an effect the other way counts as inactive or inconclusive.

SMILES	TCR act	PTAP TSG101 blk	Eya2 inh	BCR signal inh	TSHR antagonist	uPA surface inh	B2AR arrestin	Mito fusion act	Tb PFK block	USP2a block	ELG1 DNA repair
Cc1n[nH]c(=O)nc1NCc1ccc(Cl)cc1	2%	-9%	1%	-23%	4	6%	0.5%	-3%	-14%	1%	5%
COc1ccc(CC(=O)Nc2ccc3nc(C)sc3c2)cc1OC	5%[46.1 µM]	0%	-13%	?	5	2%	-0.3%	-5%	0%	-1%	-29%
Brc1ccc(OCCOCCN2CCOCC2)cc1	3%	-7%	-6%	?	-9	-9%	0.0%	-1%	3%	-2%	9%
Cc1ccc(C(=O)NCCCNCCCNC(=O)c2ccc(C)nc2)cn1	-3%[46.1 µM]	0%	-9%	-4%	20	-2%	0.6%	1%	-1%	0%	9%
COc1ccccc1CN1C(=S)SC(C)(C)C1NO (configuration not stated)	2%	0%	-26%	2%	-10	2%	-0.3%	26%	0%	5%	-5%
Cc1ccccc1C(=O)c1c[nH]c(C(=O)NCCc2ccccn2)c1	-4%	0%	-8%	0%	-3	1%	-0.1%	?	-4%	3%	-7%
Cc1[nH]n(-c2ccccc2)c(=O)c1N=Nc1cccc(Cl)c1	-4%	0%	12%	1%	11	-2%	0.1%	1%	0%	1%	?
Cc1ccc(S(=O)(=O)N2CCN(C(=O)COC(=O)c3ccc(O)cc3)CC2)c(C)c1	2%	-3%	-10%	8%	-3	6%	0.2%	-3%	-4%	0%	-21%
CCCOc1ccc(C(=O)NNC(=O)CCNC(=O)c2ccco2)cc1OC	5%	-1%	-23%	2%	7	2%	-0.1%	-3%	15%	1%	6%
Cc1ccc2[nH]c(=O)c(CN(CCCN(C)C)C(=O)Nc3ccc(Cl)cc3)cc2c1	2%	-17%	-26%	7%	-3	.	-0.9%	0%	0%	8%	4%
Cc1cc(C)nc(-n2nc(C)cc2NC(=O)c2cccc(S(=O)(=O)N(C)C)c2)n1	.	-7%	10%	?	-10	10%	0.0%	-5%	0%	1%	-12%
O=C1CC(=O)Nc2cc(S(=O)(=O)N3CCN(c4ccc([N+](=O)[O-])cc4)CC3)ccc2N1	-2%	0%	-8%	2%	4	3%	-0.2%	5%	-7%	3%	0%
Cc1ccc(S(=O)(=O)NCC(=O)N(CC(=O)NCC2CCCO2)Cc2ccccc2)cc1 (configuration not stated)	-4%	0%	-3%	2%	-5	-2%	-0.1%	1%	-2%	-1%	1%
Cn1nc(C(F)(F)F)c(CN2CC(C)(C)C2=O)c1N1CCOCC1	0%	-5%	1%	5%	5	8%	-0.5%	0%	0%	1%	0%
COc1ccc(-n2c(/C=C3\C(=O)N(C)c4ccccc43)nc3ccccc3c2=O)cc1	-1%	1%	9%	-1%	13	1%	0.3%	13%	-1%	15%	-13%
O=C(Nc1ccccn1)c1ccc(C(=O)c2ccccc2)cc1	-5%	-9%	-22%	?	-11	-1%	0.3%	12%	-4%	-1%	?
c1ccc(CN2CCN(c3cnc4ccccc4n3)CC2)cc1	1%	1%	-7%	1%	10	-7%	0.4%	-9%	8%	3%	?
O=S(=O)(c1cccc(NC(=S)N2CCN(c3ccc(F)cc3)CC2)c1)C(F)F	-2%[46.1 µM]	-5%	5%	?	-14	-21%	-0.1%	-9%	-6%	4%	?
CN(C)c1cccc(O)c1	-1%	-1%	5%	0%	-19	-4%	0.3%	-11%	-2%	-2%	8%
O=C(NN1C(=O)/C(=C/C=C/c2ccco2)SC1=S)c1ccncc1	4%	-4%	2%	2%	-4	-6%	-0.7%	-1%	?	?	0%
CCCCN1C(=O)/C(=c2\sc3nc(=O)c(-c4ccccc4)nn3c2=O)c2ccccc21	4%	-4%	-13%	?	-10	-5%	-0.6%	1%	0%	3%	0%
Cc1c(C(=O)O)oc2ccc(S(=O)(=O)N3CCCC3)cc12	-2%	-4%	5%	-1%	19	14%	3.6%	3%	0%	-1%	16%
CCOc1ccccc1NS(=O)(=O)c1ccc2c(c1)NC(=O)CCS2	6%	-9%	5%	-14%	21	-4%	0.3%	1%	7%	1%	5%
CCOc1ccc2c(c1)C(=O)C(=O)N2CC1COc2ccccc2O1 (configuration not stated)	-6%	-9%	3%	-1%	-6	-24%	-0.7%	-3%	-5%	-3%	-14%
CCCCNCC(=O)Nc1sc(C)c(C)c1C(=O)OCC	7%[46.1 µM]	1%	3%	2%	-2	8%	0.2%	0%	-2%	1%	0%
CCC(C)N(C)C1CCN(C(=S)Nc2cccc(OC)c2)CC1 (configuration not stated)	-1%	-4%	6%	-17%	0	-3%	-0.1%	2%	-1%	4%	?
Cn1c(SCC(=O)Nc2nccs2)nnc1-c1ccc(S(=O)(=O)N2CCCC2)cc1	-16%	-4%	26%	5%	-4	.	-1.1%	0%	-2%	2%	-9%
Cc1cc(NC(=O)OC2CCCCC2)ccc1[N+](=O)[O-]	2%	0%	-14%	?	-31	5%	-0.6%	7%	6%	-1%	?
Cc1ccccc1OCC(=O)NCCC1=CCCCC1	0%[46.1 µM]	-4%	-7%	6%	8	3%	4.7%	.	-6%	1%	17%
Cc1ccc(OCc2cnc(Cl)s2)c(C)c1	-5%	2%	-5%	1%	-19	1%	-0.5%	?	0%	0%	?
CCC(CC)c1nc(C(N)=O)c2[nH]c(=O)n(-c3ccc(OC)c(OC)c3)c2n1	-5%	-2%	2%	?	49	-4%	-0.2%	1%	-3%	-3%	-5%
Oc1ccc(C[C@@H]2CNCCN2CCCCC2CCCCC2)cc1	7%	2%	4%	1%	0	-17%	0.2%	-1%	13%	0%	10%
NC(=O)C1CCCN(CC(=O)Nc2cc(S(=O)(=O)N3CCOCC3)ccc2N2CCCC2)C1 (configuration not stated)	.	-5%	0%	5%	-5	-8%	0.1%	0%	-3%	0%	-1%
Cc1cc2c(c(CO)c1CCO)C(=O)[C@@H](C)[C@@H]2O	-6%	-10%	6%	-1%	0	6%	0.0%	.	-1%	2%	0%
COc1ccc(-c2nnc(SCC(=O)N3CCCC3)o2)c(OC)c1	1%	-2%	15%	-2%	0	0%	0.4%	2%	1%	2%	?
COc1ccc(-c2nnc(NC(=O)CSc3ccc(Cl)cc3)s2)cc1OC	-1%[46.1 µM]	1%	4%	0%	8	1%	-2.8%	-4%	1%	0%	20%
COc1cc(S(=O)(=O)NCCc2ccc3c(c2)OCO3)ccc1-n1cnnn1	-1%	-1%	-5%	5%	11	-10%	-0.3%	3%	-3%	2%	-26%
N#Cc1ccc(C(=O)Nc2nc(SCc3ccc(Cl)cc3)n[nH]2)cc1	-2%	3%	-1%	?	18	0%	0.2%	-3%	-20%	-6%	?
CCN1CCN(c2ccc(S(=O)(=O)N3CCCCC3)cc2NC(=O)/C=C/c2ccc([N+](=O)[O-])cc2)CC1	-2%	2%	17%	-2%	-2	-12%	0.8%	7%	-5%	3%	?

Four structures from above, arranged by formula weight, descending:
SMILES	TCR act	PTAP TSG101 blk	Eya2 inh	BCR signal inh	TSHR antagonist	uPA surface inh	B2AR arrestin	Mito fusion act	Tb PFK block	USP2a block	ELG1 DNA repair
Cc1ccc(S(=O)(=O)NCC(=O)N(CC(=O)NCC2CCCO2)Cc2ccccc2)cc1 (configuration not stated)	-4%	0%	-3%	2%	-5	-2%	-0.1%	1%	-2%	-1%	1%
Cc1ccc2[nH]c(=O)c(CN(CCCN(C)C)C(=O)Nc3ccc(Cl)cc3)cc2c1	2%	-17%	-26%	7%	-3	.	-0.9%	0%	0%	8%	4%
COc1ccc(-c2nnc(NC(=O)CSc3ccc(Cl)cc3)s2)cc1OC	-1%[46.1 µM]	1%	4%	0%	8	1%	-2.8%	-4%	1%	0%	20%
COc1ccc(CC(=O)Nc2ccc3nc(C)sc3c2)cc1OC	5%[46.1 µM]	0%	-13%	?	5	2%	-0.3%	-5%	0%	-1%	-29%

Source: PubChem BioAssay

This is a random part of the collection (roughly 3% active in at least one column).
